Source: PubChem
GLP-1R inv ag – inverse agonists of human GLP-1 receptor; HEK293 GLP-1R CRE-luciferase, luminescence, 24 h; GLP-1R form is constitutively active; Potency, µM (doses to about 38.3 µM), inactives show top-dose activity change, negative = inhibition, hits mostly inhibitors; 410,000 compounds, 1.6% hits; note: potency is the fitted concentration of half-maximal effect; % is set by controls: 0 for no effect and ±100 for the full control effect; nearly all actives have a fitted effect of over 55% in size
Target sequence (P43220 whole entry, looked up): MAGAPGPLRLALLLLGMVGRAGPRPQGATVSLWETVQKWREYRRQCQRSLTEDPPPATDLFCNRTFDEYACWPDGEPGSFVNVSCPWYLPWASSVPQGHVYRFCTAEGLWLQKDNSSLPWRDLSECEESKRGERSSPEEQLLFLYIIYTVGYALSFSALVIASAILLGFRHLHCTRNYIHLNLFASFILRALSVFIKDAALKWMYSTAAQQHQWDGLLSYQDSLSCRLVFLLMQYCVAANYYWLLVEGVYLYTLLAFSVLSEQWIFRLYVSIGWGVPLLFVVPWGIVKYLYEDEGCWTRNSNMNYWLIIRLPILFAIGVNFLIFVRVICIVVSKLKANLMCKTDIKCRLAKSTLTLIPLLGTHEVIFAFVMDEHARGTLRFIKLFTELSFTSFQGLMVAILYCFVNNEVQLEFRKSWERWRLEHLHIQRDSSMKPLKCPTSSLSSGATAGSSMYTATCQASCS
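Seeding at 200 cells/uL, 12 h culture, 24 hr compound treatment, then luciferase reagent and a luminescence read; cells are HEK293 stably expressing a constitutively active GLP-1R plus cAMP-responsive luciferase.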
Akt phos inh – inhibitors of Akt phosphorylation; Neuro2A IGF-stimulated pAkt S473 HTRF, 20 min; stronger effect = lower value; activity change, % for hits at 50 µM; 360,000 compounds, 0.32% hits; in the data active = activity change below about -80%; inconclusive = mostly about -51% to -80%; note: % is set by controls: 0 for no effect and ±100 for the full control effect
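Neuro2A cells (4,500/well, DMEM with 0.5% FBS) were treated with compound at a single 50 µM final concentration, stimulated with 6 nM IGF for 20 min at 37 °C, and lysed. Phospho-Akt Ser473 was read by HTRF as 665/615 ratio ×10^4.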
Mm-Cpn inhibitor – blocks the Methanococcus maripaludis chaperonin Mm-Cpn. purified Mm-Cpn ATPase, ADP Transcreener TR-FRET. Potency, µM (titrated, usually from 76.9 µM), for the others: at the highest dose activity, negative = inhibition, usual class: inhibitors. 330,000 compounds, 0.031% hits. AID 504842; note: potency is the fitted concentration of half-maximal effect; % is set by controls: 0 for no effect and ±100 for the full control effect; nearly all actives have a fitted effect of over 80% in size
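Compound-treated chaperonin, 25 nM final, turns over 10 uM ATP at 37°C for 30 min following a 10 min preincubation; ADP generated competes with ADP-d2 for Eu-cryptate antibody, lowering FRET.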
HEK293 tox – cytotoxicity in counter-screen for GLP-1R inverse agonists; AID 624418; 410,000 compounds, 0.13% hits; Potency, µM (top dose mostly 38.3 µM), for inactives: at the highest dose activity change, negative = inhibition, most hits filed as inhibitors; HEK293 cAMP-luciferase reporter cells, luminescence, 24 h;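 note: loss of luciferase light is scored as toxicity; potency is the fitted concentration of half-maximal effect; % is set by controls: 0 for no effect and ±100 for the full control effect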
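Quantitative HTS format, 1536 wells, 200 cells/uL seeded. Compounds: 23 nL, 24 h, 37 °C. Detection: luciferase reagent, luminescence at 12 min RT; decreased signal taken as cytotoxic.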
PTHR1 agonist – activates the human parathyroid hormone receptor PTHR1 | Q03431 | HEK293 GP2 PTHR1 cells, GloSensor cAMP luminescence, 1 h | Potency, µM (titrated, usually from 115 µM), for the others: at the top dose activation, actives largely listed as activators | 410,000 compounds, 0.075% hits | AID 743266; note: potency is the fitted concentration of half-maximal effect; nearly all actives have a fitted effect of over 55% in size; some results filed as inactive show a strong effect at the top dose; inactives centre near -15; many of its hits are not listed in these tables
Target sequence (Q03431 whole entry, looked up): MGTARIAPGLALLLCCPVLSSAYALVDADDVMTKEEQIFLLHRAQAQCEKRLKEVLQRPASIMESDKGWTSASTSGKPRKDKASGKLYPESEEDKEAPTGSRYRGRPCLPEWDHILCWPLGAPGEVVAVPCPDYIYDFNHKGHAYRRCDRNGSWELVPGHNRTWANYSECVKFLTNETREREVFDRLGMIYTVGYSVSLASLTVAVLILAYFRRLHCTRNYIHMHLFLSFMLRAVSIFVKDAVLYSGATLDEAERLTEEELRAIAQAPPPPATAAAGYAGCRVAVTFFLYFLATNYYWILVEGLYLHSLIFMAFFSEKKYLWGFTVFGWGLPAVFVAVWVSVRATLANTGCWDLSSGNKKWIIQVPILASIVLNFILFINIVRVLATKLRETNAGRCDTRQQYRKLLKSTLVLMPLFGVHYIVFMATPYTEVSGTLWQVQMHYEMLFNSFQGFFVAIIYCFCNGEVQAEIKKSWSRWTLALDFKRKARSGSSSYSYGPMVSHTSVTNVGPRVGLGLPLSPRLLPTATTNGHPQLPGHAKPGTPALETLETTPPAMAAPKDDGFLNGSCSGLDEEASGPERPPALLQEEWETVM
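HEK-293-derived GP2 cells expressing PTHR1 and a GloSensor cAMP reporter, 3,000/well, plated overnight, given luciferin plus IBMX (each 0.5 mM as added) for 1 h at 37 °C, then compound for 1 h at 37 °C. Luminescence was read after 15 min at room temperature.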
TDP-43 yeast inh – rescues yeast growth from TDP-43 toxicity. AID 652104. 410,000 compounds, 1.8% hits. Potency, µM (highest dose often 46.1 µM), without a hit: at the highest dose growth rescue (activation), hits mostly activators. TDP-43 expressing yeast growth rescue, BacTiter-Glo, 24 h; note: potency is the fitted concentration of half-maximal effect; % of control where 0% means no effect; nearly all actives have a fitted effect of over 50% in size
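In this qHTS, compounds that restore growth of yeast expressing TDP-43 appear as activators. Cells (OD600=0.02, galactose medium, raffinose-pregrown) are incubated with compound 24 hr at 30 deg C and growth is quantified by BacTiter-Glo.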
Abeta rescue – A-beta toxicity reversal in yeast; Potency, µM (doses to about 46.1 µM), inactives show at the top dose growth rescue, usual class: activators; yeast expressing A-beta42, growth rescue, OD600, 48 h; response scale: 0% DMSO, 100% iron-clioquinol control; 410,000 compounds, 0.063% hits; note: potency is the fitted concentration of half-maximal effect; nearly all actives have a fitted effect of over 55% in size
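Yeast growth medium received pinned compounds, then yeast cells expressing toxic A-beta were added; plates incubated at 30 C for 48 hr. Growth read as absorbance at 600 nm, normalized to DMSO and equimolar FeCl3 plus clioquinol controls.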
FUS yeast rescue – rescues growth of FUS-expressing yeast | S. cerevisiae FUS-expressing, growth rescue, OD600, 24 h | Potency, µM (top dose mostly 76.6 µM), for inactives: at the top dose growth rescue (activation), most hits filed as activators | 390,000 compounds, 0.24% hits | AID 1347120;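 note: potency is the fitted concentration of half-maximal effect; plate controls were DMSO vehicle for no effect and reference control for full effect; nearly all actives have a fitted effect of over 55% in size; some results filed as inactive show a strong effect at the top dose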
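Cultures pregrown in 2.5% raffinose medium are shifted to minimal medium containing 2% galactose to express toxic FUS. Compounds are tested at several concentrations. After 24hr at 30C, growth is quantified at 600 nm absorbance.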
aSyn rescue – rescues yeast growth from alpha-synuclein toxicity; Yeast expressing alpha-synuclein, growth rescue, BacTiter-Glo, 24 h; Potency, µM (highest dose often 46.1 µM), for the others: at the highest dose growth rescue (activation), usual class: activators; 370,000 compounds, 0.14% hits; AID 652106; note: potency is the fitted concentration of half-maximal effect; % of control where 0% means no effect; nearly all actives have a fitted effect of over 65% in size
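Readout is rescue of growth in alpha-synuclein-expressing yeast, so inhibitors of toxicity appear as activators. Growth after 24 hr at 30 deg C in galactose medium is quantified by luminescence.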
Numbers without * were called inactive; i = inactive; ? = inconclusive; nt = not tested or not shown; [ ] = another dose, or the depositor's remark. Unless noted, calls come from the whole dose curve; as a rule, active = well fitted curve in the direction sought with a large enough effect; inconclusive = small, poorly fitted or top-dose-only effect, or another doubt; inactive = no such curve, though single readings can be large; an effect the other way counts as inactive or inconclusive. A portion of the library, so the mix of outcomes need not match the whole.

SMILES | GLP-1R inv ag | Akt phos inh | Mm-Cpn inhibitor | HEK293 tox | PTHR1 agonist | TDP-43 yeast inh | Abeta rescue | FUS yeast rescue | aSyn rescue
O=S(=O)(Nc1ccc2c(c1)nc1n2CCOC1)c1ccccc1 | 0.0% | i | 0.3% | -5.7% | i | -5.6% | -10.2% | 9.2% | 1.1%
CCCn1c(C(O)c2ccc3c(c2)OCO3)nc2ccccc21 (stereo not drawn) | -0.2% | i | -0.6% | 8.4% | -2.2%[57.5 µM] | 0.2% | 15.1% | -1.4% | 0.7%
C/C(=N\Nc1nc(C)cc(-c2ccccc2)n1)c1cccc(N)c1 | ? | i | -1.2% | ? | -0.8% | 25.4% | -4.7% | 22.3% | -8.3%
CSc1cc(C)nc(N(C)C(C)=O)n1 | -3.2% | i | -0.3% | 6.9% | -37.0%[inhibitor][57.5 µM] | -12.9% | 0.0% | 60.8% | 1.4%
CCCn1c(COc2ccccc2OC)nc2ccccc21 | 10µM* | i | 0.9% | -13.6% | i | 19.7% | 23.1% | -14.2% | 12.4%
COC(=O)c1cccc(NC(=O)C23CC4CC(C2)CC(n2cncn2)(C4)C3)c1 | 0.1% | i | 1.3% | -0.3% | i | 2.3% | -12.4% | 27.5% | -1.1%
C=CCNc1nnc(Cl)c2ccccc12 | 63.8%[activator] | i | -3.0% | -8.3% | -24.1%[57.5 µM] | -11.0% | -2.4% | 19.9% | -5.8%
Cc1sc2nc(SCc3nnc(-c4cccs4)o3)n(C3CCCC3)c(=O)c2c1C | 0.0% | i | -4.6% | -17.4% | -5.4%[57.5 µM] | 18.7% | -13.1% | 9.4% | 4.2%
Cc1c(NC(=O)C2CCCCC2)cc(C(=O)N2CCOCC2)cc1[N+](=O)[O-] | -1.3% | i | ? | 5.4% | i | -15.1% | -12.1% | -0.8% | 2.1%
CCC(CC)NC(=O)CON=C1c2ccccc2-c2ccccc21 | 8.91µM* | i | 4.0% | 5.5% | -8.5% | 8.7% | -9.9% | nt | -2.9%
COc1cccc(N(C(C)=O)c2nc(C)cc(C)c2C#N)c1 | 8.3% | i | -4.8% | 4.8% | ? | -12.5% | 9.1% | 2.8% | -1.5%
CCOc1ccc(/C=N/NC(=O)CSc2ccccn2)cc1O | 25.4% | i | 0.0% | 1.6% | 16.7% | 7.2% | -2.9% | 13.7% | -5.1%
CCc1c(O)nc(SCC(=O)N(CC)CC)[nH]c1=O | -0.5% | i | -1.2% | 7.0% | i | 10.5% | -6.3% | -1.6% | 5.8%
Cc1ccc(C)c(-n2nnnc2Sc2nc([N+](=O)[O-])nn2C)c1 | 20.2% | i | 0.7% | 14.4% | -80.9% | 5.2% | -6.3% | nt | 6.4%
Cc1cccc(C)c1OCc1nc2c3cnn(-c4ccccc4F)c3ncn2n1 | 0.0% | nt | nt | -8.8% | -5.3% | -2.1% | -6.7% | 6.2% | nt
COC(=O)c1ccc2nc(-c3cccc(Cl)c3)c(Cc3ccccc3OC)n2c1 | -18.4% | i | nt | -16.8% | -13.8% | 35.5µM* | -15.7% | -0.1% | -0.9%
Cc1ccc(C)c(N2CCN(c3nc4ccc(C(=O)c5ccccc5)cc4n4cnnc34)CC2)c1 | 3.1% | nt | nt | -2.2% | 15.0% | 0.0% | -6.5% | -21.3% | nt
CC(C)OP(=O)(OC(C)C)C(NC(=O)c1cccc([N+](=O)[O-])c1)C(N)=O (stereo not drawn) | 3.6% | i | 0.2% | -11.3% | i | 3.3% | -2.3% | 4.4% | -3.2%
Cc1ccc(S(=O)(=O)N[C@@H](CO)C(=O)N[C@@H](Cc2ccc(O)cc2)C(=O)O)cc1 | 0.1% | i | -3.7% | -1.4% | i | 3.7% | 3.8% | -28.9% | -3.5%
Nc1ccc2nc(SCc3ccc([N+](=O)[O-])cc3)sc2c1 | ? | i | -0.3% | -4.9% | i | ? | -38.8%[inhibitor] | 22.1% | 12.4%
COc1cccc(CNC(=O)c2ccc(NS(=O)(=O)c3ccc4[nH]c(=O)[nH]c4c3)cc2)c1 | 2.9% | i | 1.3% | 1.9% | i | 6.0% | -13.3% | -13.7% | 0.1%
CC(=O)O[C@H]1CC[C@@]2(C)[C@@H](CC[C@H]3[C@@H]4CC[C@H](C(C)O)[C@@]4(C)CC(=O)[C@@H]32)C1 (stereo partly drawn) | 10.1% | i | -0.2% | 8.4% | i | ? | 12.6% | 16.6% | -3.7%
Cc1ccc(NC(=O)C2CCN(C(=O)N3CCOc4ccccc43)CC2)cc1 | ? | i | -1.3% | -12.0% | -9.9% | 4.8% | 11.1% | 10.6% | 2.7%
Cc1ccc(S(=O)(=O)N2CCN(C(=O)C3Cc4ccccc4CN3C(=O)c3ccco3)CC2)cc1 (stereo not drawn) | -18.9% | i | 0.9% | -9.6% | i | 17.2% | 23.3% | 11.0% | 5.5%
CC(=O)Nc1ccc(S(=O)(=O)N2CCN(CCCOc3ccccc3Cl)CC2)cc1 | 5.7% | nt | 0.5% | 26.0% | -5.7% | -10.8% | -4.7% | 6.7% | nt

Arranged by the number under PTHR1 agonist (low to high): 5 from the list above.
mol,PTHR1 agonist
Cc1ccc(C)c(-n2nnnc2Sc2nc([N+](=O)[O-])nn2C)c1,-80.9%
Cc1ccc(NC(=O)C2CCN(C(=O)N3CCOc4ccccc43)CC2)cc1,-9.9%
CCC(CC)NC(=O)CON=C1c2ccccc2-c2ccccc21,-8.5%
Cc1cccc(C)c1OCc1nc2c3cnn(-c4ccccc4F)c3ncn2n1,-5.3%
C/C(=N\Nc1nc(C)cc(-c2ccccc2)n1)c1cccc(N)c1,-0.8%

Only Akt phos inh (two entries from above):
SMILES | Akt phos inh
CSc1cc(C)nc(N(C)C(C)=O)n1 | i
CCCn1c(COc2ccccc2OC)nc2ccccc21 | i

More results.
SMILES | GLP-1R inv ag | Akt phos inh | Mm-Cpn inhibitor | HEK293 tox | PTHR1 agonist | TDP-43 yeast inh | Abeta rescue | FUS yeast rescue | aSyn rescue
CN1CCN(S(=O)(=O)c2cccc(C(=O)Nc3sc4c(c3-c3nc5ccccc5[nH]3)CCCC4)c2)CC1 | -0.6% | i | -7.4% | 2.8% | i | -8.2% | -22.9% | nt | -34.7%[inhibitor]
O=C1CC(SC2=NCCS2)C(=O)N1c1cccc(Cl)c1Cl (stereo not drawn) | 12.4% | i | 0.1% | -2.8% | -16.6% | ? | ? | -5.2% | 10.2%
CC(OC(=O)CCNS(=O)(=O)c1ccc(Cl)cc1)C(=O)N(C)Cc1ccccc1 (stereo not drawn) | ? | i | nt | 1.9% | -22.4% | 8.8% | 3.1% | 12.1% | 5.7%
COc1cc(/C=N/Nc2ccccc2)ccc1OC(=O)c1cccs1 | ? | i | 1.0% | -33.5% | i | 10.0% | 20.7% | 25.3% | -1.2%
NC(=O)CCS(=O)(=O)CCN1CCCCC1 | 3.3% | i | 1.0% | 6.8% | i | -3.7% | 1.9% | -14.2% | 5.1%
O=C(CN1C(=O)C2C3C=CC(C3)C2C1=O)N1CC(=O)N(CCc2ccccc2)C(=O)C1 (stereo not drawn) | 0.7% | i | -0.3% | 8.7% | -1.4% | 6.6% | 3.5% | 14.5% | 3.2%
O=C(NCC(O)c1ccc([N+](=O)[O-])cc1)c1cccc(S(=O)(=O)N2CCOCC2)c1 (stereo not drawn) | -12.6% | i | 1.5% | -1.2% | -60.6%[inhibitor] | -19.1% | 2.2% | -9.8% | -8.1%
CCN1C(=O)/C(=C/N2CCc3ccccc32)SC1=S | 14.9% | i | ? | -6.5% | -17.8%[57.5 µM] | 11.2% | 0.5% | -0.9% | -3.1%
COc1ccc(C)cc1NC(=O)CSc1nc(=O)n(Cc2ccncc2)c2c1CCC2 | 23.6% | nt | nt | 0.6% | i | -20.1% | -20.1% | 29.1% | nt
O=C(CCCl)Nc1nnc(SCC(=O)NC2CCCC2)s1 | -28.9% | i | -1.9% | -21.5% | -31.2%[inhibitor] | -3.5% | -6.5% | 2.7% | 9.4%
CCOC(=O)C1CCN(C(=O)Cn2ncc3c4ccccc4n(C)c3c2=O)CC1 | 5.4% | nt | nt | 3.2% | -9.1% | 6.2% | 14.4% | -9.8% | nt
Cc1ccc2c(CNCCc3ccco3)c(C(=O)O)n(Cc3ccc(F)cc3)c2c1 | ? | nt | nt | -17.2% | -8.2% | 6.0% | -7.3% | 39.9% | nt
CCOc1cc(C(=O)OCc2cccc(OC)c2OC)ccc1OCC(=O)N1CCOCC1 | ? | i | -1.3% | -1.8% | 5.6% | -6.6% | -13.4% | ? | -1.6%
CC(CC(=O)Nc1ccc(F)cc1)S(=O)(=O)c1ccc2c(c1)NC(=O)CO2 (stereo not drawn) | -27.0% | i | -1.6% | 1.2% | i | 12.6% | 15.8% | 9.4% | -1.9%
Cc1[nH]nc2c1[C@@H](c1ccccc1[N+](=O)[O-])C(C#N)=C(N)O2 | 10.3% | i | 0.4% | -0.6% | 26.0% | -17.7% | -11.5% | 31.9% | -3.4%
